AmpC inh det – inhibitors of E. coli AmpC beta-lactamase with detergent; P00811; purified AmpC, nitrocefin hydrolysis with detergent; Potency, µM (series often up to 28.7 µM), without a hit: top-dose activity change, negative = inhibition; actives 0.09% (n = 71,000); active = well fitted curve in the direction sought with a large enough effect
Target sequence (P00811 whole entry, looked up): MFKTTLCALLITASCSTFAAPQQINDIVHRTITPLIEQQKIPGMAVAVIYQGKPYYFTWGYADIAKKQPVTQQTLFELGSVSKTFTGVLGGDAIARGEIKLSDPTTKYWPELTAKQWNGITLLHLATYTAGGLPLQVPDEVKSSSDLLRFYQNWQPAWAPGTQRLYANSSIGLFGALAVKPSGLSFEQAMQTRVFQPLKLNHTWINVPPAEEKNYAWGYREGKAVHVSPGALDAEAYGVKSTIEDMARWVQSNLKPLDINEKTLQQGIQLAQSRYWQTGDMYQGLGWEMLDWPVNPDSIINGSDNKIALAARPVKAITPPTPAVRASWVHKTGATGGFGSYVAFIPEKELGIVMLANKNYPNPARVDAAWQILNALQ
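E. coli AmpC (5.3 nM) in 20 mM phosphate pH 7.0 with 0.01% Triton X-100, preincubated 15 min RT with compound; nitrocefin (2 uL of 800 uM stock) hydrolysis followed by 480 nm absorbance every 20 s over 4 min.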
Numbers without * were called inactive; [ ] = another dose, or the depositor's remark. % is scaled to controls: 0 for no effect and ±100 for the full control effect; potency is read from the fitted curve at half-maximal effect. Not all compounds are listed, so the mix of outcomes need not match the whole.

A first look:
No.	Structure	AmpC inh det
1	CCOc1cc(C(=O)N2CCc3cc(OC)c(OC)cc3C2)ccc1OC(F)F	-2.7%
2	O=C(CSc1ncccc1C(=O)O)c1ccccc1	8.6%
3	COc1ccc(C(CNC(=O)COc2ccccc2OC)N(C)C)cc1OC (configuration not stated)	1.6%
4	Cc1c(/C=N/n2cnnc2)c2ccccc2n1C	-0.8%
5	Cc1ccc(OCc2nnc(SCC(=O)CC(=O)Nc3ccccc3)o2)cc1	1.2%
6	COc1ccc(CCNC(=O)C2=COCCO2)cc1	15.8%
7	COc1ccc(N(CC(=O)Nc2nc3ccc(C)cc3s2)S(=O)(=O)c2c(C)nn(C)c2C)cc1	7.9%

All compounds of this part, from the start:
No.	Structure	AmpC inh det
1	CCOc1cc(C(=O)N2CCc3cc(OC)c(OC)cc3C2)ccc1OC(F)F	-2.7%
2	O=C(CSc1ncccc1C(=O)O)c1ccccc1	8.6%
3	COc1ccc(C(CNC(=O)COc2ccccc2OC)N(C)C)cc1OC (configuration not stated)	1.6%
4	Cc1c(/C=N/n2cnnc2)c2ccccc2n1C	-0.8%
5	Cc1ccc(OCc2nnc(SCC(=O)CC(=O)Nc3ccccc3)o2)cc1	1.2%
6	COc1ccc(CCNC(=O)C2=COCCO2)cc1	15.8%
7	COc1ccc(N(CC(=O)Nc2nc3ccc(C)cc3s2)S(=O)(=O)c2c(C)nn(C)c2C)cc1	7.9%
8	O=C1c2ccccc2C(Nc2ccc3c(c2)OCO3)N1Cc1ccc2c(c1)OCO2 (configuration not stated)	11.5%
9	CCC(C)(C)NC(=O)CN(Cc1ccc2c(c1)OCO2)C(=O)CCC(=O)Nc1ccccn1	-1.0%
10	Cc1c2ccccc2c(CSC(=N)N)c2ccccc12	-1.4%[5.75 µM]
11	CCOC(=O)c1c(NC(=O)CSc2nnnn2C)sc(CC)c1C	-4.7%
12	COC(=O)c1[nH]c2ccc(Cl)cc2c1NC(=O)CCN1CCOCC1	-0.6%
13	COC(=O)[C@H]1C[C@@H]1[C@H](NC(=O)OCc1ccccc1)c1ccccc1	-2.9%
14	COc1ccc(NC(=O)c2cccc(Cn3cc(Br)cn3)c2)cn1	-4.4%
15	O=C(Nc1ccon1)c1ccccc1Cl	-5.8%
16	O=C(CCCn1c(=S)[nH]c2cc3c(cc2c1=O)OCO3)N1CCN(c2ccc(F)cc2)CC1	-3.8%
17	COc1ccccc1C[C@@H](Cc1nc2ccccc2[nH]1)c1nc2ccccc2[nH]1	0.8%
18	O=C(NCCC1=CCCCC1)c1ccc(F)c(S(=O)(=O)N2CCOCC2)c1	12.3%
19	CCN(CC)c1ncnc2sc(C(=O)N3CCN(c4ccccc4)CC3)c(C)c12	1.0%
20	CC(Cc1ccccc1)C(=O)NCCO (configuration not stated)	13.5%
21	Cc1ccc(S(=O)(=O)N2CCN(C(=O)C3Cc4ccccc4CN3C(=O)c3ccco3)CC2)cc1 (configuration not stated)	-1.2%
22	CC(C)(C)NC(=O)C(c1ccco1)N(C(=O)Cn1nnc(-c2ccc(F)cc2)n1)c1ccccc1 (configuration not stated)	-3.3%
23	Cc1ccc(Cn2nnc3c(=O)[nH]c(C4CCN(S(=O)(=O)c5cc(C)ccc5C)CC4)nc32)cc1	1.7%
24	Nc1nonc1-c1nc2ccccc2n1Cc1ccccc1	-3.3%
25	Cc1ccc(Cl)cc1N1CCN(C(=O)C2CCN(S(=O)(=O)c3cnc[nH]3)CC2)CC1	-2.3%
26	O=C1C(Cl)=C(NCC2CCCO2)C(=O)N1Cc1ccccc1 (configuration not stated)	10.4%
27	COc1ccc2c(c1)Cc1cc(N=[N+]([O-])c3ccc4c(c3)Cc3cc(OC)ccc3-4)ccc1-2	-5.4%[5.75 µM]
28	O=C(Cc1cccs1)N1CCCC(c2nc3c(nnn3Cc3cccc(Cl)c3)c(=O)[nH]2)C1 (configuration not stated)	-6.8%
29	COc1cc(OC)c(C2=NOC(C(=O)Nc3cc(C)nn3-c3ccccc3)C2)cc1Cl (configuration not stated)	-0.5%
30	COCCNC(=O)c1ccc(C(=O)NCCOC)s1	2.6%
31	O=C(CCC1CCCC1)N1CCN(C(=O)C2CC2)CC1	-2.9%
32	O=C(O)/C(Cc1ccc([N+](=O)[O-])cc1)=N/O	-0.7%[5.75 µM]
33	COc1ccccc1N1CCN(C(CNS(=O)(=O)c2cccs2)c2cccnc2)CC1 (configuration not stated)	16.1%
34	Nc1nncn1C(=O)c1cccs1	11.0%
35	Cc1ccc(CNC(=O)CN2CCC(C(N)=O)CC2)cc1	12.0%
36	Cc1nc(NC2CCCCC2)c2nc(-c3ccccc3)n(CCN3CCCCC3)c2n1	12.0%
37	O=C(NCc1ccco1)C1CCN(C(=O)Cc2ccccc2)CC1	-0.5%
38	CC(C)Oc1ccc(C(=O)NC2CCS(=O)(=O)C2)cc1 (configuration not stated)	-1.0%
39	COc1ccc(N2CCCCn3c2nc2c3c(=O)n(C)c(=O)n2C)cc1	9.8%
40	CCCCC(=O)NCCNc1nc2c(c(=O)n(C)c(=O)n2C)n1Cc1ccccc1	-6.0%
41	COc1cc(C(=O)Nc2nnc(C)s2)cc(OC)c1OC	15.4%
42	COCCn1c(=O)c(-c2ccccc2)nc2cnc(OC)nc21	-1.6%
43	CCOc1cc(S(=O)(=O)N(CC)CC)ccc1Br	-3.0%
44	Cc1nn(-c2ccc(Cl)cc2)c2sc(C(=O)N3CCN(C(=O)c4ccco4)CC3)cc12	-2.3%
45	Cc1nc2cc(NC(=O)NCCC3=CCCCC3)ccc2o1	-5.1%
46	O=C(OCc1cc(=O)n2cc(Br)ccc2n1)C1COc2ccccc2O1 (configuration not stated)	-3.3%
47	O=C1CSC(=S)N1c1cccnc1	17.0%
48	CCN(Cc1nc2cc(OC)c(OC)cc2c(=O)[nH]1)C(=O)c1ccc(S(=O)(=O)N(C)C)cc1	8.4%
49	CCCCC(=O)Nc1ccc(NC(=O)CCCC)nc1	0.8%
50	COCCOC(=O)c1[nH]c2c(c1C)C(=O)CC(c1ccco1)C2 (configuration not stated)	6.0%
51	Cc1oc(-c2cccc(Cl)c2)nc1CN1CCCC(C(=O)NCCCN2CCOCC2)C1 (configuration not stated)	-2.7%
52	CCCOc1ccc(C2/C(=C(/O)c3ccc(F)cc3)C(=O)C(=O)N2CCCN(C)C)cc1 (configuration not stated)	-6.0%
53	Cc1ccc(-c2nc(C3CCCN(S(=O)(=O)c4ccc(C(F)(F)F)cc4)C3)no2)cc1 (configuration not stated)	-1.6%
54	COP(=O)(OC)[C@@H](O)C(Cl)(Cl)Cl	-4.9%[12.8 µM]
55	CN1/C(=C\C(=O)c2ccco2)C(C)(C)c2ccccc21	-2.0%
56	O=C(CSc1nc2scc(-c3ccco3)c2c(=O)n1-c1ccccc1)N1CCOCC1	-4.4%
57	N#CCCCCn1c(-c2cncs2)nc2ccccc21	15.7%
58	C=CCN1C(=O)C2C(C(=O)NCc3ccccc3)C3(C)C=CC2(O3)C1C(=O)NC(C)(C)C (configuration not stated)	-1.4%
59	Cc1ccccc1NC(=O)CSCCO	-2.5%
60	COC(=O)c1c(N)nc(C)n1-c1ccc(OC)cc1	13.0%

Going on with the list:
No.	Structure	AmpC inh det
61	O=C1CS/C(=N\c2ccccn2)N1C1CCCCC1	-4.0%
62	CCN(CC)c1ccc(NC(=O)CN2CCN(c3nc(C)cc(C)n3)CC2)cc1	-3.7%
63	C=CCNc1nc2c(c(=O)[nH]c(=O)n2C)n1CCCCC	13.4%
64	O[C@H](COc1ccccc1)CN1CCCCC1	0.2%[5.75 µM]
65	COc1ccc(CC(=O)c2ccc(O)cc2O)cc1OC	11.2%
66	COc1ccc(NC(=O)C2CCCN(S(=O)(=O)c3cccc4nonc34)C2)c(OC)c1 (configuration not stated)	0.2%
67	COc1ccc(OCc2nc(C#N)c(N3CCN(c4ccc(OC)cc4)CC3)o2)cc1	14.9%
68	O=c1c(-c2ccccc2)nc2cnc(N3CCNCC3)nc2n1-c1ccccc1	-2.6%
69	CCn1c(-c2cc(OC)ccc2OC)csc1=Nc1c(C)n(C)n(-c2ccccc2)c1=O	-1.8%
70	Cc1ccc(C2CC(C(F)(F)F)n3nc(C(=O)NCC4CCCO4)cc3N2)cc1 (configuration not stated)	-4.0%
71	Cc1noc(C)c1CSc1nnc2ccc3ccccc3n12	-3.0%
72	COc1ccc(NC(=O)C2CCN(S(=O)(=O)c3ccc(C)cc3)CC2)cc1OC	6.3%
73	C=CCN1C(=O)C2(C(C(=O)c3ccc(C)o3)=C(O)C(=O)N2CCCN2CCOCC2)c2ccccc21 (configuration not stated)	-0.5%
74	Cc1nc2cnc(Nc3ccccc3)nc2n(CCC#N)c1=O	-1.2%
75	CCC(C)Sc1nc(O)cc(=O)[nH]1 (configuration not stated)	1.5%
76	Cc1cc(C(=O)NC(C)c2ccc3c(c2)OCO3)cs1 (configuration not stated)	-1.5%
77	Cc1ccc(CN(C(=O)Cn2nnc3ccccc32)C(C(=O)NCc2ccco2)c2cccs2)cc1 (configuration not stated)	11.4%
78	O=C(NC1CCCC1)c1ccc(COCC(F)(F)C(F)F)o1	-1.8%
79	CC1CCC(NC(=O)C2CCN(C(=O)NC3CCCCC3)CC2)CC1 (configuration not stated)	12.8%
80	CC(=O)C1=C(O)C(=O)N(c2nnn(C)n2)C1c1cccs1 (configuration not stated)	13.2%
81	CN(C)CCCN1c2ccc(O)cc2Sc2ccc(Cl)cc21	-1.4%[5.75 µM]
82	COC(=O)C1=C(C)N(c2cccc(Cl)c2)C(=O)C1	-2.0%
83	COc1ccc(-c2noc(C3CCCN(S(=O)(=O)c4cccc(Cl)c4)C3)n2)cc1OC (configuration not stated)	0.2%
84	CCOCCOC(=O)C1=C(C)N(C)C(=O)NC1c1ccccc1Cl (configuration not stated)	8.0%
85	CC1CCCC(N2C(=O)NC(NC(=O)c3ccco3)(C(F)(F)F)C2=O)C1C (configuration not stated)	-2.0%
86	O=S(=O)(c1cnc[nH]1)N1CCc2ccccc21	11.0%
87	O=c1oc(-c2ccccc2)nc2c1cnn2-c1ccccc1	-2.1%
88	O=C(COC(=O)c1ccco1)Nc1ccc(Br)cc1	-1.0%
89	O=C(COC(=O)c1cc(-c2cccs2)nc2ccccc12)NCc1ccco1	-6.3%
90	COc1ccc(OC)c(NC(=O)NCc2ccc(F)cc2)c1	-4.9%
91	NC(=O)c1ccccc1NC(=O)CCc1ccccc1	0.5%
92	CCn1c(N)nc2ccccc21	0.3%
93	COc1ccc(OC)c(Nc2nc(N)nc(-c3cc4ccccc4o3)n2)c1	-3.6%
94	COCCn1c(=O)c(C)nc2cnc(N3CCNCC3)nc21	0.5%
95	CC(=O)n1cc(-c2ccncc2)c2ccccc21	9.7%
96	CN1CCN(S(=O)(=O)c2ccc3ccccc3c2)CC1	10.0%
97	CC(CCc1ccccc1)NC(=O)CSc1nnnn1C (configuration not stated)	-1.3%
98	CCCCN(C)C(=O)C1CCN(C/C(C)=C/c2ccccc2)CC1	10.8%
99	Cc1ccc(C(=O)c2cc(C)sc2NC(=O)CN2CCN(C(=O)c3ccco3)CC2)cc1	-5.0%
100	Cn1cccc1C(C(=O)NC1CCCCC1)N(C(=O)Cc1cccs1)C1CC1 (configuration not stated)	-0.1%
101	CCN1CC=C2C(C#N)=C(N)C(C#N)(C#N)C(CCc3ccccc3)C2C1 (configuration not stated)	0.4%
102	COc1ccc(-c2cc(C(=O)N3CCCc4ccccc43)no2)cc1	-3.0%
103	Cc1ccc(N(CC(N)=O)C2SC(=O)N(C)C2=O)cc1 (configuration not stated)	-0.3%
104	CCOC(=O)C1CCCN(c2nnnn2-c2ccccc2)C1 (configuration not stated)	10.8%
105	C=CCOc1ccc(/C(O)=C2/C(=O)C(=O)N(CCCn3ccnc3)C2c2cccs2)cc1 (configuration not stated)	-2.2%
106	CN(C)CCCN1CCC2(CCC(C(C)(C)C)CC2)CC1	-5.1%[5.75 µM]
107	CN(C)c1ccc(NC(=O)c2cccc(N3C(=O)C4C5C=CC(C5)C4C3=O)c2)cc1 (configuration not stated)	-2.3%
108	COc1cccc(N2CCN(Cc3nc(N)nc(N4CCCc5ccccc54)n3)CC2)c1	-4.1%
109	O=C(CCS(=O)(=O)c1cccc2nsnc12)N1CCN(Cc2ccc3c(c2)OCO3)CC1	-1.2%
110	CCN(CC)c1ccc(CNc2ccc(Br)cn2)cc1	-2.4%
111	CCOC(=O)c1cccc(C(=O)OCC)n1	-1.3%
112	O=C(O)C1CCCN1S(=O)(=O)c1ccc2ccccc2c1 (configuration not stated)	-7.6%
113	CC(C)C(NC(=O)C1CCCCC1)C(=O)Nc1ccccn1 (configuration not stated)	18.1%
114	Cc1onc(-c2ccccc2)c1C(=O)N1CCN(CCc2ccccc2)CC1	3.7%
115	COCc1cc(C)n(CC(=O)Nc2ccccc2C(=O)OC)c(=O)c1C#N	9.6%
116	O=S(=O)(NCCO)c1cccc2cccnc12	27.9%
117	CCCN(CCC)S(=O)(=O)c1cccc(C(=O)Nc2ccc3c(c2)OCO3)c1	10.1%
118	CCN(CCCNC(=O)COc1cc(=O)n(C)c2ccccc12)c1cccc(C)c1	-6.9%
119	O=C1CC(c2ccc3c(c2)OCO3)c2cc3c(cc2N1)OCCO3 (configuration not stated)	8.1%
120	CCOC(=O)c1cc2c(=O)n3ccccc3nc2n(CCCOC)c1=NC(C)=O	-1.5%

Shown field by field: 2 of the compounds above.
[102] COc1ccc(-c2cc(C(=O)N3CCCc4ccccc43)no2)cc1
  AmpC inh det: -3.0%

[103] Cc1ccc(N(CC(N)=O)C2SC(=O)N(C)C2=O)cc1 (configuration not stated)
  AmpC inh det: -0.3%
